IEC-6 cytotox: counter-screen for KLF5 inhibitors: cytotoxicity in IEC-6 cells. IEC-6 cytotoxicity, luminescence viability. inhibition, % at 5 µM. 290,000 tested, 0.78% active; in the data active means inhibition above about 22%;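 further: 0% = plate median of test compound wells and 100% = cytotoxic reference compound wells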
Platelet DG rel: platelet dense granule release activity; human platelet-rich plasma, SFLLRN dense granule ATP release, luminescence; inhibition, %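 (compounds screened at 7.5 µM in platelet-rich plasma)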; 300,000 tested, 0.22% active; AID 1663;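 active means mean replicate score, as percent of positive control, at or above 50; inconclusive means mean below 50 but at least one replicate at or above 50; inactive means mean and every replicate below 50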
HSF1 activator: increases HSF-1 driven luciferase reporter signal | AID 504408 | activation, % at 9 µM | 300,000 tested, 1.7% active | NIH3T3-HGL HSF-1 luciferase reporter, MG132, 8 h; 100% = twice DMSO control signal;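 active means mean replicate activation of at least 50% with a set share of replicates each reaching 50%; inconclusive means only one of those two conditions met; inactive means mean below 50% and too few replicates reaching it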;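 further: 0% = median of the neutral control wells and 100% = twice that signal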
HSF1 inhib: HSF1 inhibition. activity change, negative = inhibition, % at 7.5 µM (by protocol). 300,000 tested, 0.77% active. NIH3T3-HGL HSE-luciferase, MG132-induced, luminescence 8 h; active compounds read low;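 active means more than half of replicate wells show activity change below -50%, luminescence cut by over half; inconclusive means some wells, but at most half, below -50%; inactive means no replicate well below -50%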;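 further: luciferase reports HSF-1 transcriptional activity via heat shock element; 0% = median of DMSO wells and -100% = zero luminescence signal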
HSP90 refold inh: inhibitors of HSP90 luciferase refolding in rabbit reticulocyte lysate. inhibition, % at 5.6 µM. 290,000 tested, 0.91% active. luciferase refolding luminescence, 3 h;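 active means inhibition above the screen-wide mean plus 3 SD, computed separately per campaign, cut at about 16% in these data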;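 further: 0% = DMSO wells and 100% = 60 µM geldanamycin wells; inhibitors lower the luminescence because luciferase stays unfolded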
HDAC3 inhib: inhibitors of human histone deacetylase 3; inhibition, % at 8.3 µM; 320,000 tested, 0.15% active; O15379; recombinant HDAC3, fluorogenic peptide/trypsin coupled, fluorescence; in the data active means inhibition above about 26%, passing the limit was not always enough; inconclusive means no clear call, values can overlap the other calls
Target sequence (O15379 whole entry, looked up): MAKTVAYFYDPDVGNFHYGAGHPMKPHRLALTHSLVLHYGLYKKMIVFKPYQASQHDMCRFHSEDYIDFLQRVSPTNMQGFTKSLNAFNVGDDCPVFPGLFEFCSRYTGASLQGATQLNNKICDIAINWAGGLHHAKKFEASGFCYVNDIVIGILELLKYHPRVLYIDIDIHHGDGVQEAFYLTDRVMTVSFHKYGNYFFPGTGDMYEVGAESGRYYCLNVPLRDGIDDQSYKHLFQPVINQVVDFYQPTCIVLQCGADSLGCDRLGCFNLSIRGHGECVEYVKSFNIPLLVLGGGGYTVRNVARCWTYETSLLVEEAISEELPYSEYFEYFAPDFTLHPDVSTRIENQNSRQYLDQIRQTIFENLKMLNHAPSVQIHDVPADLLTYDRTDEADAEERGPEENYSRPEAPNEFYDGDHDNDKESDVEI
AI-2 QS mod: modulates the Vibrio harveyi AI-2 quorum sensing system | Vibrio harveyi JMH597 AI-2 luminescence/OD600 ratio, 9 h; active compounds read low; strain lacks LuxN and CqsS sensors; 0 = neutral-control median | activity change, % at 7.5 µM | 300,000 tested, 0.4% active | AID 2094; in the data active means activity change below about -75%, passing the limit was not always enough; inconclusive means no clear call, values can overlap the other calls;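 further: luminescence divided by OD600 gain over 9 h not by final OD600 alone; inactives centre near 13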
HIF act: HIF pathway transcriptional activation; U2OS HRE-luciferase reporter, luminescence; normalized: DMSO 0%, desferrioxamine 100%; activation, % at 7.5 µM (by protocol); 300,000 tested, 0.32% active; AID 1910;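 active means mean activation of at least 10% of the iron chelator positive control signal, with at least half of replicates also reaching 10%; inconclusive means mean and replicate majority disagree about reaching 10%; inactive means mean and most replicates under 10%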
aSyn 5UTR inh: MLPCN primary screen, SNCA 5' untranslated region; alpha-synuclein 5'UTR reporter, inhibitor activity; inhibition, % (tested at 7.5 µM); 300,000 tested, 0.82% active; in the data active means inhibition above about 60%; inconclusive means no clear call, values can overlap the other calls;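 further: H4 neuroglioblastoma cells stably carrying SNCA 5'UTR luciferase fusion; 0% = DMSO wells and 100% = positive control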
KLF5 inh: kruppel-like factor 5 inhibition; inhibition, % at 5 µM; 290,000 tested, 0.23% active; DLD-1 KLF5 promoter-luciferase reporter, luminescence;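 active means inhibition above a per-plate limit of that plate's mean compound inhibition plus 3 SD, cut at about 60% in these data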;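 further: 0% = DMSO wells and 100% = LY294002 at 200 µM; higher means less KLF5 promoter-driven luciferase light; inactives centre near -14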
* marks the source's active call; other numbers are inactive results; ? = inconclusive; · = no result given.

Preview, 2 compounds:
SMILES	IEC-6 cytotox	Platelet DG rel	HSF1 activator	HSF1 inhib	HSP90 refold inh	HDAC3 inhib	AI-2 QS mod	HIF act	aSyn 5UTR inh	KLF5 inh
O=C1CCCN1CCCNCC(=O)N1c2ccccc2Sc2ccccc21	2	8	11	-3	3	0	24	2.2	-5	-12
Cc1cc(NS(=O)(=O)c2ccc(NC(=O)c3ccc(Cl)cc3[N+](=O)[O-])cc2)no1	-1	-5	-23	-3	-7	2	22	-0.1	3	-8

The listing, repeating the preview:
SMILES	IEC-6 cytotox	Platelet DG rel	HSF1 activator	HSF1 inhib	HSP90 refold inh	HDAC3 inhib	AI-2 QS mod	HIF act	aSyn 5UTR inh	KLF5 inh
O=C1CCCN1CCCNCC(=O)N1c2ccccc2Sc2ccccc21	2	8	11	-3	3	0	24	2.2	-5	-12
Cc1cc(NS(=O)(=O)c2ccc(NC(=O)c3ccc(Cl)cc3[N+](=O)[O-])cc2)no1	-1	-5	-23	-3	-7	2	22	-0.1	3	-8
O=c1c2ccccc2nnn1CSc1nnc(-c2ccco2)o1	1	-6	34	16	1	7	29	1.2	-131	-33
Cc1ccc2cc(C)c(N3CCC(C)CC3)nc2c1	-1	-1	-2	-1	1	2	-3	1.1	-2	15
O=C(NCN1CCN(c2ccccc2F)CC1)c1ccccc1	4	0	-8	2	4	5	-3	-0.4	0	-15
Cc1[nH]n(-c2ccccc2)c(=S)c1C=Nc1ccc([N+](=O)[O-])cc1	-2	·	·	·	-2	10	·	·	·	-1
CCOC(=O)c1c(NC(=O)CSc2nnc(N)s2)sc(C)c1-c1ccc(C)cc1	8	0	?	16	0	12	19	-0.4	9	-8
CCC(CC)C(=O)Nc1ccc(-c2cn3cccnc3n2)cc1	-5	0	5	-5	4	-191	21	-0.6	-51	-35
CC(C)C(=O)Nc1ccccc1C(=O)N/N=C/c1ccc([N+](=O)[O-])cc1	3	0	15	5	0	-5	18	0.1	-32	-30
Cc1nnc(SCCC(=O)Nc2nc(-c3ccccc3)ns2)s1	5	9	·	·	2	4	20	-0.1	-86	-15
COc1ccc(C2NC(=S)NC(C)=C2C(=O)Nc2ccccn2)cc1 (stereo not drawn)	-6	-7	-11	-1	-4	1	23	0.0	-7	-56
CCOC(=O)c1ccc(NC(=O)c2cc(S(=O)(=O)N3CCOCC3)cn2C)cc1	8	-7	-7	0	2	·	22	-0.2	-12	-31
O=C(Nc1ccc(C(=O)N2CCCCC2)cc1)C1CCCCC1	-1	1	1	-7	0	-3	37	0.1	14	-2
COc1ccc(-c2nnc(SCC(=O)NC3CCCc4ccccc43)n2N)cc1 (stereo not drawn)	0	14	5	-3	-6	7	11	0.2	9	-16
CCOc1cc2[nH]c(=O)n(Cc3ccc(C(=O)NCCCN4CCCC4=O)cc3)c(=O)c2cc1OCC	2	-2	0	2	2	-6	8	-0.5	10	-9
CCCCCC(=O)N1CCCCC1	3	-6	-7	-13	0	-4	2	0.2	-16	-2
COc1ccc(S(=O)(=O)N2CCOC2CNC(=O)C(=O)NCCc2ccc(OC)c(OC)c2)cc1C (stereo not drawn)	4	-9	9	1	1	-2	26	0.2	2	-7
CC(=O)c1ccc(S(=O)(=O)NC2CC(=O)N(c3ccc4c(c3)OCCO4)C2)cc1 (stereo not drawn)	·	1	8	3	·	-5	15	0.9	8	·
Cn1c(SCC(=O)N2CCCCC2)nc2c([nH]c3ccccc32)c1=O	-4	-20	-10	-6	-26	-13	10	0.1	1	-31
O=C(NCc1ccco1)C1CC(c2cc(C(F)(F)F)cc(C(F)(F)F)c2)=NO1 (stereo not drawn)	·	-1	-25	-10	·	3	-8	2.5	6	·
COc1ccc(-c2csc(N(CC3CCCO3)C(=O)c3ccco3)n2)cc1 (stereo not drawn)	1	-1	11	2	1	4	6	0.2	-10	25
Nc1ccc2c(c1)Cc1cc([N+](=O)[O-])ccc1-2	10	7	23	-5	-1	-11	18	0.5	-79	-52
COc1ccc(-c2csc3ncnc(NCCN4CCOCC4)c23)cc1	-5	7	-28	-16	-3	2	5	1.4	4	-8
COc1ccc2oc(=O)c(C(=O)N3CCN(c4ccccc4F)CC3)cc2c1	-2	-2	-4	2	0	-7	5	-0.8	10	7
CCOC(=O)Cc1csc(NC(=O)c2ccc3c(c2)OCO3)n1	-4	2	-10	7	3	14	9	1.9	-55	-27
CC1=NN(c2ccccc2)C(=O)/C1=C\c1ccc(Br)s1	1	1	·	·	2	-5	11	0.3	-22	15
Cc1ccc(S(=O)(=O)N(C)C)cc1NC(=O)COC(=O)Cc1ccccc1F	·	-4	-8	-5	·	-1	5	0.3	-5	·
COc1ccc(/C=C2\SC(=S)N(C(C)C(=O)NC3C=CS(=O)(=O)C3)C2=O)cc1 (stereo not drawn)	2	13	4	5	-5	1	8	0.9	-27	-36
CCc1c(C)sc(NC(=O)c2cc(-c3ccc(O)cc3)on2)c1C#N	4	10	7	3	4	5	10	0.1	-6	-3
O=C(NCc1ccc(F)cc1)c1cccc2c1C(=O)N(Cc1cccnc1)C2	1	8	3	-1	-4	2	9	-0.2	2	9
COCCn1c(=S)[nH]c2ccc(N(C)C)cc2c1=O	-2	-2	28	0	2	8	12	-0.3	-7	12
Cc1ccccc1-c1nnnn1C1CCS(=O)(=O)C1 (stereo not drawn)	-4	15	-4	-7	1	?	24	-0.1	5	-53
CN(C)CCCNCCCNC(=O)/C(=N\O)c1ccccn1	2	-2	-11	-5	-2	-3	29	0.0	-21	-18
Cc1ccc(CSCC(=O)NCc2ccco2)cc1	-2	0	15	2	1	3	16	-0.4	10	-22
COc1cccc(C(=O)CN(C(=O)c2ccc(Cl)c(Cl)c2)N2C(=O)c3ccccc3C2=O)c1	4	6	-4	-7	-3	-1	6	-0.3	27	-12
Cc1ccc(-c2nc(CN(CC3CCC3)CC3CCCO3)c(C)o2)s1 (stereo not drawn)	1	8	-9	-3	-1	·	6	0.1	-18	-18
COCCCn1nnnc1SCC(=O)Nc1ccc2c(c1)OCCO2	-3	1	25	2	-4	0	5	0.3	-17	-16
Cn1ccnc1/C(=N\NC(=O)c1ccccc1)c1cccc([N+](=O)[O-])c1	2	-4	4	-8	-4	-4	1	-0.6	13	1
CCC(C)(C)n1nnnc1C(c1cc2cc3c(cc2[nH]c1=O)OCO3)N1CCN(C)CC1 (stereo not drawn)	5	11	-4	-3	4	-23	4	0.3	22	1
COc1ccc(S(=O)(=O)N(CC(=O)NCC2CCCO2)Cc2ccccc2)cc1 (stereo not drawn)	-1	-20	-3	-12	-3	-2	3	0.3	-9	-15
CCCn1c(SCC(=O)NCCc2ccc(OC)c(OC)c2)nc2c1c(=O)n(C)c(=O)n2C	1	-1	5	4	-2	7	11	0.0	3	3
O=C(Nc1cccc(CCc2ccccn2)c1)c1cc(F)c(F)cc1Cl	5	-7	7	-3	-1	-4	21	-0.1	-5	11
COc1ccccc1N(C)S(=O)(=O)c1ccc(Cl)c(C(=O)NC2=NCCS2)c1	-2	4	1	-9	2	5	25	0.0	-17	-29
O=C(Nc1ccc(N2CCN(C(=O)c3cccs3)CC2)cc1)c1ccccc1Cl	9	4	-1	-5	-5	2	29	6.3	-55	20
O=C(CN1C(=O)c2ccc([N+](=O)[O-])cc2C1=O)Nc1ccccc1N1CCCC1	·	-5	-2	8	·	-4	-1	-0.1	5	·
CCc1noc(C)c1C(=O)N1CCCC(N2CCN(c3ccccc3F)CC2)C1 (stereo not drawn)	16	-1	1	-1	8	0	11	-0.4	-7	11
CSc1nc2c(c(-c3ccccc3)c1C#N)CCC2	3	8	-3	-13	3	1	-8	-0.2	31	-13
CCOC(=O)N1CCC(Nc2c(NCCN3CCN(c4cccc(Cl)c4)CC3)c(=O)c2=O)CC1	1	-21	-3	-3	-4	-3	13	0.0	-2	-5
COc1ccccc1NC(=O)Cn1c(CCC(=O)O)ccc1-c1ccccc1	-2	7	5	10	-2	3	23	-0.1	-18	-23
O=C(CSc1nnc(-c2cccnc2)n1Cc1ccccc1)N1CCOCC1	2	?	-7	-6	3	4	11	0.0	-3	-4
O=C(Nc1ccccc1)NC1CCN(CCCN2C(=O)c3ccccc3C2=O)CC1	1	-1	-7	-10	-3	-6	16	-0.2	25	2
O=C(NC1CCCC1)C(c1cc2c(cc1[N+](=O)[O-])OCO2)N1CCCC1 (stereo not drawn)	4	14	7	2	0	-4	-12	1.4	-60	-52
Clc1ccc(CSc2ccc(-c3ccco3)nn2)cc1	-1	12	?	42	-3	3	-35	3.8	-165	13
O=C1CC2(CCN(C(=O)COc3ccccc3F)CC2)Oc2ccccc21	·	-7	-1	5	·	-3	37	0.0	4	·
COc1ccc(OC)c(C2NC(=O)c3sc(=S)n(-c4ccccc4)c3N2)c1 (stereo not drawn)	4	1	5	-7	5	5	7	0.0	-21	-21
CCCCCN(C(=O)NC(=O)Nn1cnnc1)S(C)(=O)=O	-6	-2	-4	-4	-1	-5	13	0.1	6	-7
O=C(COc1ccc(F)cc1Cl)Nc1nc(-c2ccccn2)cs1	·	-3	-54	-42	·	-3	49	-15	28	·
Cc1ccccc1CSc1nnc(NC(=O)Cc2cccs2)s1	2	5	-9	-1	-1	-2	18	-0.1	20	-8
COc1ccc(CN(C(=O)CSc2nnc(-c3ccccc3F)o2)c2ccc(F)cc2)cc1	-3	3	9	-1	2	6	44	0.3	23	-39
O=C(O)c1cc(-c2ccc(Br)s2)nc2ccccc12	3	3	13	-3	0	-4	30	-4.6	-23	-47
Remaining list, next part
SMILES	IEC-6 cytotox	Platelet DG rel	HSF1 activator	HSF1 inhib	HSP90 refold inh	HDAC3 inhib	AI-2 QS mod	HIF act	aSyn 5UTR inh	KLF5 inh
COC(=O)c1c(C(=O)OC)c(-c2cccc(F)c2)n2c1CS(=O)(=O)C2	-3	-9	1	0	3	0	35	-0.1	20	-21
O=C1NC(c2ccco2)Nc2ccccc21 (stereo not drawn)	12	-3	18	2	-1	-32	22	1.6	-18	-7
Cc1nnc(NC(=O)CSc2nnc(-c3ccc(S(=O)(=O)N4CCCC4)cc3)n2C)s1	0	1	·	·	-2	8	22	·	·	-1
CCCCOc1ccc(C(=O)N2CCN(CC(=O)Nc3ccc(C)cc3)CC2)cc1OC	-3	2	-4	8	1	-10	16	-1.3	32	-11
COc1ccc(NC(=O)Cn2c([N+](=O)[O-])cnc2C)cc1Cl	2	-14	0	-6	-3	-7	29	-0.8	22	-38
COc1ccc(OC)c(NC(=S)NCCC(c2ccccc2)c2ccccc2)c1	-1	8	16	11	-1	7	10	-1.6	1	-30
Cc1nc2ccccc2c(=O)n1CCCn1ccnc1	3	6	-48	-42	1	-7	12	-1.7	-2	12
O=C(CSc1c(F)c(F)cc(F)c1F)Nc1ccc(C2SCCS2)cc1	9	-1	-4	-2	8	?	4	-0.6	5	-4
CCOC(=O)c1[nH]c(C)c(C(=O)NCc2cccnc2)c1C	-4	12	4	-3	1	0	11	0.0	-1	-27
Nc1nc(N2CCN(C(c3ccccc3)c3ccccc3)CC2)n[nH]1	-6	1	13	-6	-6	1	8	-0.2	5	-28
CCN(CC)S(=O)(=O)c1ccc(N2CCOCC2)c(NC(=O)c2ccc(C#N)cc2)c1	2	-6	4	4	0	4	5	-0.2	13	-3
O=C(Nc1nc2c(s1)CCCC2)c1cc(-c2ccncc2)nc2ccccc12	-3	9	-9	-8	5	4	19	0.1	-25	-11
COc1ccc(C2=CSC3=NCCN23)cc1	11	16	18	0	1	-3	17	-5.7	16	-25

High-throughput results from PubChem.
